# Screens: PubChem BioAssay, several laboratories
# IDE inh = human IDE inhibitors in live cells, primary screen, fluorescence polarization, HEK cells, FAbetaB substrate; FAbetaB cleavage; Insulin-degrading enzyme (Homo sapiens), P14735; 0.41% of 320,000 active; inhibition, % at 5.59 µM;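 active means percent inhibition above the average of all tested compounds plus 3 SD, set per screening campaign, cut at about 16% in these data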;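 further: IDE supplied by intact live HEK cells; FP after avidin binding of uncleaved biotin substrate so inhibition keeps polarization high; 0% = DMSO wells and 100% = 60 µM reference IDE inhibitor Ii1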
# Target sequence (P14735 whole entry, looked up): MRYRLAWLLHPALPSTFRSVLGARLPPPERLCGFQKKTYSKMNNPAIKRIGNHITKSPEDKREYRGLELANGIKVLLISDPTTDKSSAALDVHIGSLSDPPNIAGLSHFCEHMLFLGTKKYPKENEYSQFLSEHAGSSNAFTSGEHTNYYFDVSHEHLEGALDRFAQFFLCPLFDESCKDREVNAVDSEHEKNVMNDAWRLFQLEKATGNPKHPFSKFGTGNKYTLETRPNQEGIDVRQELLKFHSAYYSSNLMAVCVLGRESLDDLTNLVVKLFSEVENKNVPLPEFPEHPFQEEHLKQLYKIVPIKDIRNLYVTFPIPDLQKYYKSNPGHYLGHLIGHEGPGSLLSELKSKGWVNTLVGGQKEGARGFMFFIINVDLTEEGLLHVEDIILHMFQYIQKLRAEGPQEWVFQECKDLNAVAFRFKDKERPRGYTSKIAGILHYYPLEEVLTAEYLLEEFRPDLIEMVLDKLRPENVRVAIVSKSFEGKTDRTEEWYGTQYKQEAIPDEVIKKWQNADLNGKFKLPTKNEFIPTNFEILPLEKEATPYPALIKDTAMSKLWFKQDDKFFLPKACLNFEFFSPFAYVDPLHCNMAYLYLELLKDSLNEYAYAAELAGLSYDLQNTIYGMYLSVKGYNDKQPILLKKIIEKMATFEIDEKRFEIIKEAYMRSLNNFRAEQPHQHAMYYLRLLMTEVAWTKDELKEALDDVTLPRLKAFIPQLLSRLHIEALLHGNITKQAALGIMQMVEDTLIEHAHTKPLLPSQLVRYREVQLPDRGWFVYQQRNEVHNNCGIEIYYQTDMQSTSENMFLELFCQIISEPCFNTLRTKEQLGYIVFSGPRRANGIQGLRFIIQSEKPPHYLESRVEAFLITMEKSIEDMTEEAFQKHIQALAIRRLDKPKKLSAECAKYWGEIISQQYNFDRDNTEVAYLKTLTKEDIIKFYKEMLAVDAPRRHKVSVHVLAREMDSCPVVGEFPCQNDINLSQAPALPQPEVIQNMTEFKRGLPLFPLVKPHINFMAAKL
# UBC9 SUMO inh = inhibitors of in vitro SUMOylation cascade, primary screen, biochemical, HTRF, uHTS | SUMO-conjugating enzyme UBC9 (Homo sapiens), P63279 | HTRF SUMOylation assay, SAE1/SAE2 + UBC9 | inhibition, % at 35 µM | 0.36% of 290,000 active; in the data active means inhibition above about 50%, passing the limit was not always enough; further: strong numbers were not always called active
# p-CIP stab down = p/CIP-EGFP fusion destabilizers, primary screen, fluorescence, F442A cells; Q05BA5; decrease of EGFP signal, % at 10 µM; AID 1984, 2009; 0.01% of 290,000 active; 16 h;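 active means EGFP signal decrease of at least 30% at 10 µM or well 3 SD below plate mean, unless failing retest; inactive means the rest, including hits failing retest or dose response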; further: some compounds called inactive have numbers as strong as hits; many of its hits are not listed in these tables
# VIM-2 inhibitor = VIM-2 metallo-beta-lactamase inhibitors, primary screen, biochemical, epi-absorbance readout, Pseudomonas aeruginosa enzyme. purified VIM-2, nitrocefin hydrolysis, epi-absorbance fluorescence. inhibition, % at 5.6 µM. 0.89% of 290,000 active;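 active means inhibition above the mean of all tested compounds plus 3 SD, cutoff set per screening run, cut at about 7.5% in these data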;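 further: red hydrolysis product quenches plate fluorescence so inhibitors raise well fluorescence; 0% = enzyme with DMSO and 100% = DMSO without enzyme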
# CRFR2-BP antag = antagonists of CRF-BP/CRF-R2 complex, primary screen, cell-based, HEK293, calcium dye fluorescence, uHTS; inhibition, % at 11.8 µM; AID 588475, 2011; 0.59% of 350,000 active; CRF-induced calcium fluorescence;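 active means inhibition of the ligand-induced calcium signal above about 50% at the single tested concentration, limit read from the data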
# NS3 helicase inh = inhibitors of HCV NS3 helicase, primary screen, biochemical, Cy5 molecular beacon fluorescence; NS3 helicase DNA unwinding; 0.56% of 290,000 active; AID 1800, 2009; inhibition, % at 10.9 µM; Hepatitis C virus NS3 helicase;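 active means inhibition above the mean of all tested compounds plus 3 SD, set per campaign, cut at about 35% in these data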;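 further: 0% = DMSO wells and 100% = thioflavine S control wells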
#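 assay system = NS3 helicase fragment of HCV | buffer or medium = MOPS pH 6.5, MgCl2, DTT, Tween20, BSA | timing = 60 min unwinding reaction at 25 °C after ATP addition | signal = Cy5 beacon fluorescence read at start and 1 h | read-out basis = % inhibition of unwinding | control set = low DMSO, high thioflavine S at 110 µM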
# IDE cell activ = human IDE activators in live cells, primary screen, fluorescence polarization, HEK cells, FAbeta-B substrate | Insulin-degrading enzyme (Homo sapiens), P14735 | FAbeta-B cleavage; 0% vehicle, 100% cell-free pure enzyme wells | activation, % at 5.96 µM | 0.073% of 340,000 active | AID 493087, 2011;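 active means activation above the mean of all tested compounds plus 3 SD, set per screening campaign, cut at about 17% in these data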
# GalR3 antag = GalR3 antagonists in HEK293 cells, primary screen, cell-based, fluorescence readout | 0.44% of 360,000 active | inhibition, % at 3 µM | Galanin receptor type 3 (Homo sapiens), O60755 | HEK293 GalR3-CNG cAMP membrane potential fluorescence; galR3 body fused to GalR1 C-terminus;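 active means inhibition above the screen-wide average plus 3 SD, cut at about 13% in these data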;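 further: forskolin and galanin both at EC90 stimulate the cells; cAMP rise reported by CNG channel membrane potential dye signal; 0% = forskolin plus galanin with DMSO and 100% = forskolin alone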
# IMP-1 inhibitor = IMP-1 metallo-beta-lactamase inhibitors, primary screen, biochemical, epi-absorbance readout, Pseudomonas aeruginosa enzyme; inhibition, % at 5.6 µM; purified IMP-1, nitrocefin hydrolysis, epi-absorbance fluorescence; metallo-beta-lactamase IMP-1 (Pseudomonas aeruginosa); 0.45% of 290,000 active;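 active means inhibition above the mean plus 3 SD of all compounds in the same screening run, cut at about 4.5% in these data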;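 further: 0% = IMP-1 with DMSO and 100% = DMSO wells lacking enzyme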
#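 System: purified recombinant IMP-1 beta-lactamase. Medium: Zinc- and detergent-supplemented HEPES buffer, pH 7.1. Compound: one 5.6 µM dose […]. Schedule: 15 min preincubation plus 25 min reaction at 25 °C. Technique: Epi-absorbance fluorescence, 480 nm excitation, 530 nm emission.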
# Starred values were filed as active, the others as inactive; / = no result given; & = joins results of further samples. Not a hit list. About 3.2% of those tested had a hit in this group.
SMILES	IDE inh	UBC9 SUMO inh	p-CIP stab down	VIM-2 inhibitor	CRFR2-BP antag	NS3 helicase inh	IDE cell activ	GalR3 antag	IMP-1 inhibitor
CCOC(=O)N1CCC(NC(=O)C2CCCN(S(=O)(=O)c3cccc4nsnc34)C2)CC1 (stereo not given)	4	14	32	-3.4	5	9	4	-4	-2.0
O=c1c2ccccc2ncn1CCOCCOc1ccc([N+](=O)[O-])cc1	10	5	-16	-2.5	15	36	2	-5	-1.4
O=C1c2[nH]nc(-c3ccccc3O)c2C(c2ccccc2F)N1Cc1ccco1 (stereo not given)	-10	9	-4	-3.0	-38	-17	-1	-6	0.6
O=[N+]([O-])c1ccc(N2CCCCCC2)c([N+](=O)[O-])c1	3	-17	-5	-1.9	5	-3	6	-1	-4.7
CCNC(=O)C(=O)Nc1cc2c3c(c1)CCN3C(=O)CC2	1	-3	0	2.5	-5	19	-2	-1	1.6
Cc1cccc(C(=O)n2c(=S)nc3ccccn32)c1	2	15	3	-0.3	9	15	2	/	-1.0
O=C1CCN(CCc2ccccc2)CCN1[C@H](CSc1ccc(Br)cc1)Cc1ccccc1	3	-33	-4	/	5	/	1	-6	/
COc1ccc(N2CC(NC(=O)c3cccc4ccccc34)CC2=O)cc1OC (stereo not given)	-1	/	/	/	7	/	2	-1	/
CCCCN1C(=O)C(=O)N(CC(=O)Nc2cc(S(=O)(=O)N(C)C)ccc2C)C1=O	3	/	/	/	1	/	-4	-4	/
Cc1ccc(CNC(=O)c2cc(S(=O)(=O)N3CCCC3)cn2C)cc1	2	9	3	-0.6	29	1	1	/	-1.9
CCCn1c(N)c(N2CCCCC2)c(=O)n(CC(=O)Nc2cccc(S(=O)(=O)N(C)C)c2)c1=O	-1	/	/	/	4	/	1	-6	/
O=C(N/N=C/c1ccc2c(c1)OCO2)c1ccn(Cc2ccc(Cl)cc2)n1	/	16	2	-4.4	-8	7	3	-3	-2.1
CN1C[C@H](C(=O)N[C@]2(C)O[C@@]3(O)[C@@H]4CCCN4C(=O)[C@H](Cc4ccccc4)N3C2=O)CC2c3cccc4[nH]cc(c34)C[C@H]21 (stereo not given in full)	5&0	/	/	/	0&-18	/	-5&3	-7&-7	/
O=[N+]([O-])c1ccc(N/N=C2/CCCCC2c2ccccn2)cc1 (stereo not given)	/	12	-14	-2.3	15	12	0	-4	-4.4
c1ccc2c(c1)C(=Nn1cnnc1)c1ccccc1-2	-1	10	-2	4.9	-10	27	2	-8	-1.1
O=c1[nH]n(CCO)c(=O)c2cccnc12	4	0	0	-2.3	-6	-3	5	-4	-3.7
CNC(=O)C(C)N1c2cccc3cccc(c23)S1(=O)=O (stereo not given)	/	2	1	-2.8	-5	11	-1	-1	-3.6
COc1ccc2c(C)nc(N/C(N)=N/S(=O)(=O)c3ccc(C)cc3)nc2c1	6	1	-10	3.4	-19	17	7	-8	-2.3
O=C(NCCCNc1ccc([N+](=O)[O-])cc1)C(F)(F)F	-1	-6	0	-3.0	34	-9	4	0	-1.8
Cc1onc(-c2c(F)cccc2Cl)c1C(=O)NC(=S)NC1CCS(=O)(=O)C1 (stereo not given)	-2	3	4	-1.7	11	-3	-4	-11	0.7
COc1cccc(-n2c(=O)c3sccc3n(CC(=O)NCC3CCCO3)c2=O)c1 (stereo not given)	2	11	1	0.5	-9	3	-1	3	-1.8
COc1ccc2c(c1)cc(C)c1nnc(SCC(=O)N(C)c3nc(-c4ccccc4)cs3)n12	1	21	-3	-3.5	36	1	4	-3	-2.0
O=C(NCc1cccnc1)[C@@H]1CC=C[C@@H]2CCN(Cc3ccccc3)C(=O)[C@@H]21	11	/	/	/	1	/	-6	1	/
c1ccc(C2CC(c3ccccc3)n3ncnc3N2)cc1 (stereo not given)	0	-7	-3	-1.9	1	-1	3	-5	-0.8
CC(C)n1c(SCC(=O)Nc2nncs2)nnc1C1CC1	-2	15	13	-1.6	0	3	1	6	-2.3
CCCCNC(=O)CN1C(=O)c2cccc(N)c2C1=O	/	47	-8	-7.2	-16	2	7	3	-1.5
O=C(O)CCn1cc(/C=C2\NC(=S)N(c3ccccc3)C2=O)c(-c2ccc(Br)cc2)n1	3	-8	2	-2.6	4	-18	3	-9	-1.6
CN(C)CCOC(=O)CCc1ccccc1	6	7	-8	-2.8	7	0	5	-3	-2.8
CCOC(=O)C1(CCOc2ccccc2)CCN(Cc2ccc(C(=O)OC)cc2)CC1	/	13	-15	-3.0	-11	-37	3	-4	-4.7
Cc1cccc(Nc2c([N+](=O)[O-])ccc3nonc23)c1C	/	-6	-2	-1.6	-8	15	1	-12	0.2
N/C(=N\S(=O)(=O)c1cc(C(F)(F)F)cc(C(F)(F)F)c1)c1ccncc1	6	0	-14	-2.7	-7	-5	-5	-2	-3.3
Cc1c(NC(=S)NC(=O)CSc2ccc(Cl)cc2)cccc1C(=O)O	-1	3	-9	-2.4	-1	17	3	2	-1.4
COC(=O)C1SCC2C(=O)N(Cc3ccccc3)CC(=O)N21 (stereo not given)	2	0	11	-5.6	7	5	6	-5	-6.2
CCOc1ccc2ncc(S(=O)(=O)c3ccccc3)c(N3CCN(c4ccc(OC)cc4)CC3)c2c1	-4	19	-1	-1.3	-10	1	-3	1	-5.6
CCN1CCN(CCNC(=O)CCc2c(C)c3c(C)nn(-c4ccccc4)c3n(C)c2=O)CC1	6	-1	-1	19*	-5	-18	5	/	-3.9
O=c1cc(CSc2ccc(Cl)cc2)nc(N2CCCCC2)[nH]1	2	20	-12	1.2	30	2	6	-3	-2.8

# Reprinted at random: three entries already listed
SMILES	IDE inh	UBC9 SUMO inh	p-CIP stab down	VIM-2 inhibitor	CRFR2-BP antag	NS3 helicase inh	IDE cell activ	GalR3 antag	IMP-1 inhibitor
CCOc1ccc2ncc(S(=O)(=O)c3ccccc3)c(N3CCN(c4ccc(OC)cc4)CC3)c2c1	-4	19	-1	-1.3	-10	1	-3	1	-5.6
O=C1c2[nH]nc(-c3ccccc3O)c2C(c2ccccc2F)N1Cc1ccco1 (stereo not given)	-10	9	-4	-3.0	-38	-17	-1	-6	0.6
Cc1cccc(C(=O)n2c(=S)nc3ccccn32)c1	2	15	3	-0.3	9	15	2	/	-1.0

# Continuation:
SMILES	IDE inh	UBC9 SUMO inh	p-CIP stab down	VIM-2 inhibitor	CRFR2-BP antag	NS3 helicase inh	IDE cell activ	GalR3 antag	IMP-1 inhibitor
Cc1ccn(CC(=O)N2CCCC(N3CCN(c4ccccc4F)CC3)C2)n1 (stereo not given)	/	9	-8	-1.8	-5	0	5	-9	-1.6
CCOC(=O)[C@@H]1[C@H]2COc3cc(OC)ccc3[C@H]2N2C(=O)N(c3ccc(C)cc3)C(=O)[C@@]12C	0	-8	-14	-1.7	0	-22	-1	-3	-1.7
COc1ccc(C(=O)/C=C/c2ccccc2F)c(OC(=O)c2ccc([N+](=O)[O-])cc2)c1	7	16	1	0.3	-34	13	3	-4	-2.1
NC(=O)CCN1CCCCC1	-6	13	9	-2.9	18	1	3	5	0.3
CC(=O)N1CCC2(CC1)CC(=O)c1cc(OCC(=O)NCc3ccco3)ccc1O2	7	20	-11	-2.1	1	4	9	-5	-1.6
C=CCn1c(CNc2ccc(C)cc2)nnc1SCC(=O)N/N=C/c1ccc(O)cc1O	-2	13	-30	-4.7	7	-2	2	1	-3.1
O=C(NC(=S)Nc1ccccn1)c1ccc([N+](=O)[O-])cc1	-4	2	-11	-1.5	-9	2	-4	5	-2.1
O=[N+]([O-])c1ccc(N2CCN(c3cccc(Cl)c3)CC2)cn1	-3	-1	8	-1.3	13	7	0	-14	-3.1
CCN(CC)C(=S)Nc1ccc(Cl)c(Cl)c1	3	-1	2	-1.4	-1	6	0	-6	-1.8
CS(=O)(=O)N(CC(=O)N1CCN(c2ccccc2)CC1)c1ccccc1Cl	1	/	/	-1.8	2	-3	-5	2	-0.8
CC(C)C(=O)Nc1cccc(C(=O)Nc2nncs2)c1	1	-7	2	-2.1	7	0	5	-5	-1.4
CCNC(=O)CC1C(=O)N(c2ccccc2)C(=O)N1CCC(C)C (stereo not given)	1	17	7	-1.2	8	-7	6	0	-3.8

# Of the compounds above, these have an NH in an aromatic ring:
SMILES	IDE inh	UBC9 SUMO inh	p-CIP stab down	VIM-2 inhibitor	CRFR2-BP antag	NS3 helicase inh	IDE cell activ	GalR3 antag	IMP-1 inhibitor
O=C1c2[nH]nc(-c3ccccc3O)c2C(c2ccccc2F)N1Cc1ccco1 (stereo not given)	-10	9	-4	-3.0	-38	-17	-1	-6	0.6
CN1C[C@H](C(=O)N[C@]2(C)O[C@@]3(O)[C@@H]4CCCN4C(=O)[C@H](Cc4ccccc4)N3C2=O)CC2c3cccc4[nH]cc(c34)C[C@H]21 (stereo not given in full)	5&0	/	/	/	0&-18	/	-5&3	-7&-7	/
O=c1[nH]n(CCO)c(=O)c2cccnc12	4	0	0	-2.3	-6	-3	5	-4	-3.7
O=c1cc(CSc2ccc(Cl)cc2)nc(N2CCCCC2)[nH]1	2	20	-12	1.2	30	2	6	-3	-2.8

# Remaining list, next part
SMILES	IDE inh	UBC9 SUMO inh	p-CIP stab down	VIM-2 inhibitor	CRFR2-BP antag	NS3 helicase inh	IDE cell activ	GalR3 antag	IMP-1 inhibitor
Cc1ccc(Oc2nccc(-c3ccc(Cl)cc3)n2)cc1	4	-3	-3	3.6	-5	-1	-2	-3	-0.5
Cc1ccc(O)c(NC(=O)c2cc(C)no2)c1	2	0	1	-0.1	20	5	2	-8	1.8
CCOc1ccc(S(=O)(=O)n2nc(C)cc2C)c2ccccc12	6	-1	2	-2.2	22	-10	0	-6	-4.4
CCOC(=O)c1[nH]c(C=O)c(C(=O)OCC)c1C	-3	18	-6	-2.8	-4	3	2	-1	-2.2
C=CCNC(=O)/C(=C\c1ccc([N+](=O)[O-])cc1)NC(C)=O	-3	3	-18	0.1	1	2	-1	-4	-1.7
CCCn1c(C)cc(C(=O)COc2ccc(S(=O)(=O)N(CC)CC)cc2[N+](=O)[O-])c1C	1	11	1	-3.1	2	-1	2	-3	-1.9
N#Cc1c(SCc2c(Cl)cccc2Cl)nc(N)[nH]c1=S	4	/	/	/	4	/	-8	-5	/
Cn1c(-c2ncc(F)cc2F)cc2onc(-c3c(F)cccc3Cl)c2c1=O	3	/	/	/	-2	/	-1	-9	/
Cc1nnc(NC(=O)CCCN2C(=O)c3ccccc3C2=O)s1	0	19	-8	-0.9	1	-8	2	0	-2.2
